BAZ2B inh: qHTS Assay for Inhibitors of BAZ2B | Potency, µM (series often up to 114 µM), without a hit: at the top dose activity change, negative = inhibition, hits mostly inhibitors | AlphaScreen BAZ2B-H3K14Ac peptide displacement | 360,000 tested, 4.4% active | Bromodomain adjacent to zinc finger domain protein 2B (Homo sapiens), Q9UIF8; further: potency means the concentration at half of the fitted maximal effect; on the % scale 0 is the no-effect control and ±100 the full control effect; nearly all actives have a fitted effect of over 60% in size
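AlphaScreen displacement of biotin-H3(5-23)K14Ac peptide (50 nM final) from BAZ2B (50 nM final) in PBS pH 7.4, 0.01% Tween-20; complex preformed 30 min RT, then compounds (top 110 uM) 30 min RT, beads 20 min dark.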
GLS inh: qHTS for Inhibitors of Glutaminase (GLS) | Glutaminase kidney isoform, mitochondrial (Homo sapiens), O94925 | GLS enzymatic activity, qHTS titration | Potency, µM (top dose mostly 45.5 µM), without a hit: top-dose activity change, negative = inhibition, most hits filed as inhibitors | 410,000 tested, 0.21% active | AID 624170, 2012; further: potency means the concentration at half of the fitted maximal effect; on the % scale 0 is the no-effect control and ±100 the full control effect
Target sequence (O94925 whole entry, looked up, canonical isoform): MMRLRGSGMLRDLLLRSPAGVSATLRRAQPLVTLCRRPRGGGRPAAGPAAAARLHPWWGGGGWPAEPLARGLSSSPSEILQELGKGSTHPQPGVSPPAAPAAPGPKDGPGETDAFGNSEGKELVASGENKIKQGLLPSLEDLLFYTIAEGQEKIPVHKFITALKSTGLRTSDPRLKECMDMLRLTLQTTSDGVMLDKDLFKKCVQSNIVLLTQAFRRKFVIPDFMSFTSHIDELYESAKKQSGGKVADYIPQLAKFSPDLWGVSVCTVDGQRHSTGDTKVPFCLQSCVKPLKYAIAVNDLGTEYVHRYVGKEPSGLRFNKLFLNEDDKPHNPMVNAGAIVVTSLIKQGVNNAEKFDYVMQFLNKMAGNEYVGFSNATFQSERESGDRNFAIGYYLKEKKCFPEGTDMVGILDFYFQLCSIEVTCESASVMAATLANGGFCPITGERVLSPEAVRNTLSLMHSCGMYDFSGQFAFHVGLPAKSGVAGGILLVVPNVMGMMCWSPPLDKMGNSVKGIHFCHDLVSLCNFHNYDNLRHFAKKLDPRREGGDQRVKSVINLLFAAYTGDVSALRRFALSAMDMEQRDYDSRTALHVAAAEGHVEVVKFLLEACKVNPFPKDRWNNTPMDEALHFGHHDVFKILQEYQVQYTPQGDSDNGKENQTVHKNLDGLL
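hKGA in 45 mM KH2PO4 pH 8.2, 0.02% Tween-20 with pin-transferred compounds; 1 mM L-glutamine (stock) plus glutamate oxidase/HRP/Amplex Red coupling added. Fluorescence read initially and after 30 min at RT.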
Tb PGK inh: qHTS Assay to Find Inhibitors of Phosphoglycerate Kinase; Phosphoglycerate kinase, glycosomal (Trypanosoma brucei brucei), P07378; PGK/GAPDH coupled, Kinase-Glo luminescence, 60 min; Potency, µM (top dose mostly 57.5 µM), inactives show at the top dose activity change, negative = inhibition, most hits filed as inhibitors; 380,000 tested, 0.043% active; AID 602233, 2012; further: potency means the concentration at half of the fitted maximal effect; on the % scale 0 is the no-effect control and ±100 the full control effect; nearly all actives have a fitted effect of over 60% in size
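Luminescent ATP detection (Kinase-Glo Plus) follows a 60-minute room-temperature incubation, with wells lacking PGK as controls. Buffer: 100 mM TEA (pH 7.6), 5 mM MgCl2, 0.01% Tween-20. Coupling enzyme GAPDH (100 nM final) supplies unstable 1,3-BPG in-well.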
PI4K2A block: qHTS for small molecular inhibitors of PI4K2A; purified PI4K2A, ADP-Glo luminescence, 1 h; stronger effect = lower value; AID 1346378, 2018; activity change, negative = inhibition, % at 76.9 µM; Phosphatidylinositol 4-kinase type 2-alpha (Homo sapiens), Q9BTU6; 420,000 tested, 0.13% active; in the data active means activity change below about -50%; inconclusive means mostly about -30% to -49%;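 further: -100% = wells without enzyme as full effect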
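In this quantitative HTS, ADP production by PI4K2A was quantified luminescently after 1 h at ambient temperature; 100 microM adenosine served as plate-quality control.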
JMJD2A Tudor inh: qHTS Assay for Inhibitors of JMJD2A-Tudor Domain; AID 504339, 2011; 390,000 tested, 4.4% active; AlphaScreen JMJD2A-Tudor / H3K4me3 peptide binding; Potency, µM (highest dose often 114 µM), without a hit: top-dose activity change, negative = inhibition, actives largely listed as inhibitors; further: potency means the concentration at half of the fitted maximal effect; on the % scale 0 is the no-effect control and ±100 the full control effect; nearly all actives have a fitted effect of over 50% in size
Pin1 inh: qHTS Assay to Find Inhibitors of Pin1. 390,000 tested, 0.009% active. Peptidyl-prolyl cis-trans isomerase NIMA-interacting 1 (Homo sapiens), Q13526. Potency, µM (series often up to 115 µM), for inactives: at the highest dose activity, negative = inhibition, hits mostly inhibitors. Pin1 FP peptide displacement, HiFluor488, 10 min. AID 504891, 2011; active means well fitted inhibition curve with a large enough effect in the polarisation, with a control signal flat, not every such curve was filed as active; inconclusive means small, poorly fitted or top-dose-only effect, or effect the other way, or a change in a side signal; inactive means no such curve, though single readings can be large or run the other way; the % refers to the polarisation; further: potency means the concentration at half of the fitted maximal effect; on the % scale 0 is the no-effect control and ±100 the full control effect
Target sequence (Q13526 whole entry, looked up): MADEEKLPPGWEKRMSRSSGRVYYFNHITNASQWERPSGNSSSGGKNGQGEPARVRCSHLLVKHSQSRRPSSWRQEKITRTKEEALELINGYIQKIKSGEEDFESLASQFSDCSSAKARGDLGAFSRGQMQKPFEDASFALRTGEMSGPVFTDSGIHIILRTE
HP1b chromo inh: HTS for Inhibitors of HP1-beta Chromodomain Interactions with Methylated Histone Tails; Chromobox protein homolog 1 (Homo sapiens), P83916; AlphaScreen HP1-beta / biotin-H3K9me3 peptide binding; Potency, µM (series often up to 114 µM), without a hit: at the highest dose activity change, negative = inhibition, actives largely listed as inhibitors; 390,000 tested, 0.56% active; AID 540317, 2011; further: potency means the concentration at half of the fitted maximal effect; nearly all actives have a fitted effect of over 70% in size; inactives centre near 23
Target sequence (P83916 whole entry, looked up): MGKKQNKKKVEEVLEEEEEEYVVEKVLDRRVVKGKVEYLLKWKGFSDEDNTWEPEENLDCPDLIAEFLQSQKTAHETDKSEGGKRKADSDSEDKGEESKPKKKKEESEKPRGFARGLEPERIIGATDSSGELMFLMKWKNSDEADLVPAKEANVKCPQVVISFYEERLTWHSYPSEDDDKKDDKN
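Compound inhibition of the preformed complex between 50 nM HP1-beta and 50 nM biotinylated H3K9me3 peptide was read by AlphaScreen. Buffer was PBS pH 7.4 with 0.01% Tween-20. Incubations ran 30 min at room temperature, with 10 ug/mL donor/acceptor beads.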
POLH inh: qHTS for Inhibitors of Polymerase Eta | 390,000 tested, 1.2% active | recombinant Pol eta, fluorescent DNA replication assay | AID 588591, 2011 | Potency, µM (doses to about 114 µM), without a hit: at the top dose activity change, negative = inhibition, hits mostly inhibitors; further: potency means the concentration at half of the fitted maximal effect; on the % scale 0 is the no-effect control and ±100 the full control effect
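Pol eta (10 nM) was preincubated with compounds for 15 min at room temperature, after which fluorescent replication substrate (50 nM final) was added to start the reaction. Fluorescence was read kinetically at 0 and 10 min.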
G9a inh: qHTS Assay for Inhibitors of Histone Lysine Methyltransferase G9a; Histone-lysine N-methyltransferase EHMT2 (Homo sapiens), Q96KQ7; G9a H3K9 monomethylation, AlphaScreen, 2 h; Potency, µM (top dose mostly 102 µM), for the others: at the top dose activity, negative = inhibition, most hits filed as inhibitors; 350,000 tested, 8.8% active; AID 504332, 2011; further: potency means the concentration at half of the fitted maximal effect; on the % scale 0 is the no-effect control and ±100 the full control effect; nearly all actives have a fitted effect of over 75% in size
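G9a (20 nM) was preincubated 15 min with compound, then reacted 2 h at room temperature with 500 nM biotin-H3K9 peptide and 20 µM SAM. Monomethyl-H3K9 detected by AlphaScreen using anti-H3K9me1 antibody.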
* = called active by the depositor; i = inactive; ? = inconclusive; . = not tested or not shown; & = joins results of further samples; [ ] = another dose, or the depositor's remark. Unless noted, the call rests on the fitted dose curve; in most records, active means well fitted curve in the direction sought with a large enough effect; inconclusive means small, poorly fitted or top-dose-only effect, or another doubt; inactive means no such curve, though single readings can be large; an effect the other way counts as inactive or inconclusive. A portion of the library, so the mix of outcomes need not match the whole.

Start of the data: the first 2 records, to show the layout:
(1) O=C(CN1C(=O)NC(Cc2ccccc2)C1=O)Nc1ccccc1OC(F)F (stereo not drawn)
(2) COc1ccc(CCNS(=O)(=O)c2ccc([N+](=O)[O-])cc2)cc1OC

entry no.	1	2
BAZ2B inh	6%	-3%
GLS inh	3%	-1%
Tb PGK inh	8%	-3%
PI4K2A block	0	5
JMJD2A Tudor inh	-5%	-8%
Pin1 inh	-1%	-12%
HP1b chromo inh	9%	40%[activator]
POLH inh	-5%	6%
G9a inh	?	4%

This part in full, previewed entries included:
(1) O=C(CN1C(=O)NC(Cc2ccccc2)C1=O)Nc1ccccc1OC(F)F (stereo not drawn)
(2) COc1ccc(CCNS(=O)(=O)c2ccc([N+](=O)[O-])cc2)cc1OC
(3) Cc1ccc(C(=O)NNC(=O)c2cc(OCC(F)(F)F)ccc2OCC(F)(F)F)cc1
(4) COc1cc(C(=O)NNC2=CC(=O)CC(C)(C)C2)cc(OC)c1OC
(5) O=C(NCCc1ccccn1)c1c(-c2ccccc2)sc2ccccc12
(6) Cc1ccc(-c2cc(C(=O)OCC(=O)N(C)C3CCS(=O)(=O)C3)c3ccccc3n2)o1 (stereo not drawn)
(7) Cc1cccc(N(CC(=O)NCCc2ccccc2)C(=O)c2csnn2)c1
(8) O=C(c1cc(COc2ccc(F)cc2Cl)on1)N(CCO)Cc1cccs1

entry no.	1	2	3	4	5	6	7	8
BAZ2B inh	6%	-3%	0%	-1%	.	-19%	3%	-22%
GLS inh	3%	-1%	-3%	47%[activator]	-1%	0%	-1%	-7%
Tb PGK inh	8%	-3%	1%	-9%	-2%	-3%	-5%	1%
PI4K2A block	0	5	-3	4	3	-11	1	8
JMJD2A Tudor inh	-5%	-8%	4%	-13%	-22%	79µM*	2%	-15%
Pin1 inh	-1%	-12%	?	-2%	-5%	4%	4%	-8%
HP1b chromo inh	9%	40%[activator]	40%[activator]	17%	15%	-4%	13%	57%[activator]
POLH inh	-5%	6%	-26%	3%	-5%	-2%	-20%	-15%
G9a inh	?	4%	11%[59 µM]	49%[59 µM]	.	4µM*	25%	-9%

(9) O=C(CCCN1C(=O)c2ccccc2C1=O)N1CCN(c2ccccn2)CC1
(10) CSc1nc2c(cnn2-c2ccc(C)c(C)c2)c(=O)[nH]1
(11) O=C1NC(=S)SC1=Cc1ccc(Cl)cc1
(12) CC(OC(=O)c1cccc(-n2cnnn2)c1)C(=O)NC1(C#N)CCCCC1 (stereo not drawn)
(13) CCOC(=O)C[C@H]1c2ccccc2S(=O)(=O)N1c1ccccc1
(14) O=C(NCC1CCCCN1)c1cc(OCC(F)(F)F)ccc1OCC(F)(F)F (stereo not drawn)
(15) Cc1ccc(C(=O)Oc2cc(C)n(C)c(=O)c2)cc1
(16) CC(C)(C)C(=O)Nc1ccccc1C(=O)Nc1ccccn1

entry no.	9	10	11	12	13	14	15	16
BAZ2B inh	8%	1%	.	-2%	.	4%	3%	-5%
GLS inh	2%	-11%	-6%	1%	5%	1%&-1%	-2%	-11%
Tb PGK inh	i	-1%	-7%	-2%	-9%	-7%	-11%	-6%
PI4K2A block	2	7	-13	6	-1	0&2	32	-6
JMJD2A Tudor inh	-21%	-22%	?	-11%	-6%	-2%	-1%	12%
Pin1 inh	-1%	3%	-1%	0%	-12%	-2%	0%	15%
HP1b chromo inh	9%	18%	-26%	21%	37%[activator]	39%	54%[activator]	35%
POLH inh	-1%	-2%	-25%	-26%	-1%	-3%	-3%	-3%
G9a inh	9%[59 µM]	11%	.	28%[12.7 µM]	.	15%[59 µM]	47%[12.7 µM]	4%[59 µM]

(17) Cc1ccc(Cn2c(CO)cnc2SCc2cccc(F)c2)cc1
(18) COc1ccc(S(=O)(=O)N2CCN(CC(=O)N3CCNC3=O)CC2)cc1OC
(19) CS(=O)(=O)Nc1ccccc1C(=O)OCc1cc(=O)n2nc(C3CCCCC3)sc2n1
(20) N#CCCn1[nH]c(-c2ccccc2)cc1=O
(21) COc1ccc(-c2csc(NC(=O)CSc3n[nH]c(C)n3)n2)cc1
(22) COc1ccc2c(CC(=O)Nc3nccs3)coc2c1
(23) Cc1cc(C)cc(NC(=O)Nc2cccnc2)c1
(24) CCOC(=O)CSc1nc(C(C)C)nc2sc(C)c(C)c12

entry no.	17	18	19	20	21	22	23	24
BAZ2B inh	?	.	-8%	-27%	-14%	-13%	-21%	67%[activator]
GLS inh	3%	-1%	-7%	2%	-16%	-9%	0%	14%
Tb PGK inh	-4%	1%	-2%	-2%	-2%	i	-3%	-10%
PI4K2A block	1	-4	4	1	0	2	0	-1
JMJD2A Tudor inh	?	.	-21%	-10%	-15%	-28%	-22%	67%[activator]
Pin1 inh	-2%	.	27%	0%	?	7%	-9%	-2%
HP1b chromo inh	1%	.	-16%	19%	15%	10%	38%	112%[activator]
POLH inh	-15%	-1%	-15%	-13%	2%	-12%	-11%	-15%
G9a inh	-40%[59 µM]	.	0%[59 µM]	-9%	6%[59 µM]	6%	11%	.

(25) Cc1nonc1CC(=O)N1CCCC(C(=O)c2ccc(Cl)cc2)C1 (stereo not drawn)
(26) CC(CCC(C)OC(=O)c1ccccc1C(=O)O)OC(=O)c1ccccc1C(=O)O (stereo not drawn)
(27) COc1cc(NC(=O)c2ccc3c(c2)OCCO3)ccc1NC(=O)c1cccs1
(28) Cc1ccc(C)c(S(=O)(=O)N2CCN(C(=O)CCC(=O)NCc3ccc(Cl)cc3)CC2)c1
(29) CC1CC1C(=O)N(CCC1=CCCCC1)c1c(N)n(Cc2ccccc2)c(=O)[nH]c1=O (stereo not drawn)
(30) O=C(CNC(=O)c1ccc2c(c1)OCO2)NCc1cccs1
(31) COc1ccccc1CNC(=O)C(Cc1ccccc1)NC(=O)c1ccccc1 (stereo not drawn)
(32) O=S(=O)(/C=C/c1ccccc1)N1CCN(Cc2ccc3c(c2)OCO3)CC1

entry no.	25	26	27	28	29	30	31	32
BAZ2B inh	0%	-1%	-13%	2%	7%	.	.	?
GLS inh	-2%	5%	-9%	3%	3%	2%	-3%	4%
Tb PGK inh	-2%	-9%	-7%	3%	-4%	3%	0%	-2%
PI4K2A block	-19	2	2	-1	0	-3	1	2
JMJD2A Tudor inh	-3%	-3%	-26%	-22%	-27%	-4%	-12%	?
Pin1 inh	4%	1%	-1%	4%	24%	0%	1%	2%
HP1b chromo inh	44%[activator]	6%	12%	34%	2%	6%[57 µM]	40%[activator]	-6%
POLH inh	-4%	?	-21%	-8%	0%	-3%	0%	-21%
G9a inh	5%	-26%	.	10%[12.7 µM]	-6%	.	.	?

Reprinted at random: 2 compounds from above.
(29) CC1CC1C(=O)N(CCC1=CCCCC1)c1c(N)n(Cc2ccccc2)c(=O)[nH]c1=O (stereo not drawn)
(27) COc1cc(NC(=O)c2ccc3c(c2)OCCO3)ccc1NC(=O)c1cccs1

entry no.	29	27
BAZ2B inh	7%	-13%
GLS inh	3%	-9%
Tb PGK inh	-4%	-7%
PI4K2A block	0	2
JMJD2A Tudor inh	-27%	-26%
Pin1 inh	24%	-1%
HP1b chromo inh	2%	12%
POLH inh	0%	-21%
G9a inh	-6%	.

(more compounds)
(33) NS(=O)(=O)c1cccc(NC(=O)c2cc3ccccc3o2)c1
(34) COCCSc1nnc(NC(=O)Cc2ccc(OC)c(OC)c2)s1
(35) Cc1ccc(S(=O)(=O)CCc2nc3ccccc3s2)cc1C
(36) CCOc1ccccc1OCC(=O)Nc1ccc(N2CCCCC2)cc1
(37) COc1cccc(-c2ccc3c(c2)O[C@H](CN(C)C(=O)c2ccccc2F)[C@H](C)CN([C@H](C)CO)S3(=O)=O)c1
(38) Cc1c(NS(=O)(=O)c2ccccc2)cc(Cl)c(O)c1C
(39) COc1cc(-c2nnc3sc(Cc4ccc(Cl)cc4)nn23)cc(OC)c1OC
(40) Cn1ccnc1-c1nnn(-c2ccc(F)cc2)n1
(41) CC(C)c1nnc(NC(=O)c2cccc(NC(=O)C(F)(F)F)c2)s1
(42) CCCc1cc(=O)[nH]c(SCc2nc3ccccc3o2)n1
(43) CCOc1cc2[nH]c(=S)n(CCCOC)c(=O)c2cc1OCC

entry no.	33	34	35	36	37	38	39	40	41	42	43
BAZ2B inh	-11%	-19%	11%	-38%	.	-9%	.	.	-12%	4%	4%
GLS inh	-18%	11%	6%	9%	13%	63%[activator]	-26%	-17%	1%	-17%	3%
Tb PGK inh	0%	-3%	-1%	-7%	6%	-5%	i	-12%	-12%	-8%	0%
PI4K2A block	4	9	-4	-2	-8	4	1	-22	-5	-7	9
JMJD2A Tudor inh	?	-6%	0%	?	.	89µM*	-20%	-14%	-12%	1%	-8%
Pin1 inh	12%	-8%	0%	3%	.	1%	-1%	-4%	-6%	-7%	1%
HP1b chromo inh	-23%	26%	26%	16%	.	?	-17%	47%[activator]	-7%	-11%	25%
POLH inh	-19%	7%	-14%	-5%	-8%	-15%	-15%	-9%	-8%	-18%	-12%
G9a inh	9%	?	-2%[59 µM]	?	.	?	.	.	13µM*	8%	-8%[59 µM]

Compound activity deposited in PubChem by National Center for Advancing Translational Sciences (NCATS).
